Imprint erasure: qHTS Assay for Compounds that Induce Erasure of Genomic Imprints. mouse ES Peg3-LacZ reporter, beta-gal luminescence, 40 h. Potency, µM (series often up to 60.7 µM), for inactives: at the highest dose activity change, positive = activation, most hits filed as activators. actives 0.02% (n = 110,000). AID 1948, 2009;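 also: 0% = negative control wells on the plate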
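Each well holds 300 Peg3LacZ-Neo (maternal) female ES cells incubated 40 h at 37C, 5% CO2. LacZ is measured by BetaGlo luminescence, with AC50 and maximum efficacy derived from dose-response curves.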
p53ts 39C kill: qHTS Screen for Compounds that Selectively Target Cancer Cells with p53 Mutations: Cytotoxicity of p53ts Cells at the Nonpermissive Temperature | H1299-p53A138V viability at 39C, ATP luminescence, 24 h | Potency, µM (doses to about 46.1 µM), for inactives: at the highest dose activity change, negative = cell killing, most hits filed as cytotoxic | actives 1.5% (n = 130,000); also: nearly all actives have a fitted effect of over 55% in size
p53ts 32C tox: qHTS Screen for Compounds that Selectively Target Cancer Cells with p53 Mutations: Cytotoxicity of p53ts Cells at the Permissive Temperature; H1299-p53A138V at 32C, ATP luminescence viability, 24 h; Potency, µM (doses to about 46.1 µM), without a hit: at the top dose activity change, negative = cytotoxicity, actives largely listed as cytotoxic; actives 0.93% (n = 130,000);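 also: 0% = DMSO and -100% = full killing by reference compound; nearly all actives have a fitted effect of over 55% in size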
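H1299-p53 A138V cells (temperature-sensitive p53) exposed 24 h to up to 46 uM compound at 32C, where p53 is wild-type in conformation. Viability read as ATP luminescence and normalised to DMSO and 100 uM tamoxifen. AC50 fitted with the Hill equation.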
IkB signaling: IkB Signaling; ABC-DLBCL IkBa-CBG/CBR dual luciferase ratio, 4 h; response scale: scaled: untreated 0%, proteasome inhibitor 100%; Potency, µM (titrated, usually from 57.1 µM), inactives show at the top dose IkBa stabilization activation; actives 0.04% (n = 110,000); AID 445, 2006; active = well fitted curve in the direction sought with a large enough effect in the signal ratio, not every such curve was filed as active; inconclusive = small, poorly fitted or top-dose-only effect, or a change in a side signal; the % refers to the signal ratio;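 also: the direction sought is a rising ratio; 0% = basal untreated cells and 100% = reference inhibitor full response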
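In this assay, an IκBα–CBG68 fusion accumulates when IKK-driven degradation is blocked; native CBR normalizes for cell number. OCI-Ly3 cells were treated 4 h with compound and doxycycline, then green and red light read after Chroma-Glo addition.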
* hit, by the source's call; ? = inconclusive; · = no result given; [ ] = dose if it differs, or a comment. Unless noted, calls follow the shape of the dose curve; as a rule, active = well fitted curve in the direction sought with a large enough effect; inconclusive = small, poorly fitted or top-dose-only effect, or another doubt; inactive = no such curve, though single readings can be large; an effect the other way counts as inactive or inconclusive. Unless noted, % is scaled to controls: 0 for no effect and ±100 for the full control effect; potency is read from the fitted curve at half-maximal effect. This is a random part of the collection; 1.7% or so of the library scored in one or more.

molecule | Imprint erasure | p53ts 39C kill | p53ts 32C tox | IkB signaling
CCOC(=O)c1ccccc1NC(=O)N1CCC(N2CCN(Cc3ccccc3)C(=O)C2=O)CC1 | -7.7%[10.9 µM] | -14.7% | 0.6% | -0.4%
COc1cccc(C2=CC(c3ccc(OC)c(OC)c3OC)n3nnnc3N2)c1 (stereo unspecified) | -14.1% | -9.4% | -8.6% | 0.9%
COc1cccc(NC(=O)CSCc2n[nH]c(=O)[nH]2)c1 | 8.8% | 10.3% | -1.5% | 1.0%
CCOc1ccccc1NC(=O)N1CCN(S(=O)(=O)c2ccc3c(ccn3C)c2)CC1 | -7.8%[10.9 µM] | -4.1% | 4.3% | ?
COc1ccccc1N1CCN(S(=O)(=O)c2ccc(-c3coc(C)n3)cc2)CC1 | -9.8%[10.9 µM] | -16.4% | -8.1% | 3.5%
C=CCn1c(SCC(=O)c2ccc(OC)cc2)nnc1-c1cc2cccc(OC)c2o1 | -25.2% | -0.9% | 1.6% | -1.3%
CCCc1cc(=O)[nH]c(SCC(N)=O)n1 | ? | -5.3% | 1.0% | 1.5%
CCc1ccc(NC(=O)C2C3C=CC(C4CC34)C2C(=O)O)cc1 (stereo unspecified) | · | ? | ? | ·
Cc1cc(C)cc(-n2c(SCC(=O)Nc3nnc(C)s3)nc3c([nH]c4ccccc43)c2=O)c1 | -9.9%[10.9 µM] | -18.2% | 1.3% | -1.6%
C[N+](C)(C)c1nc(N)nc2c1ncn2[C@H]1O[C@@H](CO)[C@@H](O)[C@H]1O | -1.7%[10.9 µM] | 4.4%[9.22 µM] | 1.1%[9.22 µM] | 2.1%[11.4 µM]
O=C(NC1CCCCCCC1)C1=COCCO1 | -8.3% | -11.0% | 12.4% | 0.7%
Cc1ccc2c(c1)N(CCC(=O)NCCN1CCOCC1)C(=O)CO2 | -9.2% | -13.2% | -2.9% | -0.5%
CNc1nc(-c2ccccc2OC)nc2ccccc12 | 13.8% | 0.6% | 4.8% | -5.1%[11.4 µM]
O=C1CN(C(=O)c2ccc(S(=O)(=O)N3CCCCC3)cc2)C(c2ccc(F)cc2)c2cc(Cl)ccc2N1 (stereo unspecified) | -9.7%[10.9 µM] | ? | 18.9% | 0.4%
O=C(CSC1c2ccccc2C(=O)N1c1ccccc1)N1CCOCC1 (stereo unspecified) | · | 14.1% | -13.9% | ·

Other entries:
molecule | Imprint erasure | p53ts 39C kill | p53ts 32C tox | IkB signaling
Cc1cn2c(=O)cc(COc3ccc(Cl)cc3)nc2s1 | -12.9%[10.9 µM] | -12.3% | -12.2% | 18.4%
COCCCNc1nc2c(c(=O)[nH]c(=O)n2C)n1CCCc1ccccc1 | · | -2.9% | 29.2% | 0.0%
CC1(C)CC(=O)c2cc(-c3nc(-c4ccc(Cl)cc4)cs3)c(=O)n(-c3cccc(F)c3)c2C1 | -5.9%[10.9 µM] | 13.5% | 8.6% | 1.9%
CCC(C)NC(=O)CS(=O)Cc1nc(-c2ccccc2C)oc1C (stereo unspecified) | -12.3% | 1.2% | 1.6% | 3.9%
Cc1nn(-c2ccc(N3CCCCC3)nn2)c(C)c1CCC(=O)NCc1ccc(Cl)cc1 | -17.3%[10.9 µM] | -13.7% | -6.2% | ?
O=C(COc1ccccc1O)c1cccs1 | -20.6% | 5.9% | 4.9% | 0.7%
CC(C)[C@H](NC(=O)NCc1cccs1)C(=O)O | -1.6% | -10.9% | 2.6% | -0.6%
CCCCN(C)C(=O)CCC(=O)Nc1ccc2nc(N3CCOCC3)cc(C)c2c1 | 6.1% | -16.6% | -10.9% | 0.8%
COc1ccc(NC(=O)C2Cc3ccccc3N2C(=O)c2ccccc2)cc1OC (stereo unspecified) | 8.3%[10.9 µM] | -8.7% | -5.0% | -1.0%
Cc1oc2ccc(O)c(CN3CCOCC3)c2c1C(=O)c1ccc(Cl)cc1 | · | 2.6% | 10.1% | ·
CCCS(=O)(=O)N1CCC(C(=O)N2CCOCC2)CC1 | 2.7% | -9.5% | -3.9% | 0.3%
O=c1cc(NCC2CCCO2)[nH]c(=O)n1-c1ccc(Cl)cc1 (stereo unspecified) | 0.2% | 1.7% | -1.7% | -1.8%
O=C1c2oc3ccccc3c(=O)c2C(c2ccccc2F)N1Cc1ccc2c(c1)OCO2 (stereo unspecified) | 11.5%[10.9 µM] | 15.5% | 3.2% | -2.1%
Cc1ccsc1CNn1cnnc1SCc1ccccc1F | 5.6% | 10.6% | -6.9% | 0.9%
Cn1c2ccccc2c2nnc(SC3CCOC3=O)nc21 (stereo unspecified) | -10.9% | -3.3% | 2.2% | -2.2%

(list continues)
molecule | Imprint erasure | p53ts 39C kill | p53ts 32C tox | IkB signaling
O=C(CSc1nnc(-c2cccs2)o1)NCC1CN(Cc2ccccc2)CCO1 (stereo unspecified) | -19.4% | 1.6% | 3.3% | 0.3%
CCCSc1ncc(Cl)c(C(=O)Nc2c(C(=O)Nc3ccccc3)oc3ccccc23)n1 | -11.9%[10.9 µM] | -29.7% | -5.6% | -1.6%
CCS(=O)(=O)N1CCN(Cc2ccncc2)CC1 | 12.9% | 9.2% | 2.5% | ?
CN1CCN(CCC(=O)Nc2ccc(Cl)cc2)CC1 | 5.7%[10.9 µM] | 30.3%[activator] | 0.2% | 2.5%
Cc1nn(-c2nc(-c3ccccc3)cc(C(F)(F)F)n2)c(C)c1Cl | -5.3%[10.9 µM] | -15.6% | 7.4% | ?
Cc1ccccc1Cn1cc(NC(=O)c2cc3nc(-c4ccco4)cc(C(F)(F)F)n3n2)cn1 | -17.3% | -17.7% | -8.8% | 1.1%
Cn1ncc2c(Nc3cccc(Cl)c3)nc(Nc3cccc(Cl)c3)nc21 | 2.7%[10.9 µM] | -0.6%[9.22 µM] | 9.8%[9.22 µM] | 2.2%[11.4 µM]
COc1ccc2c(CC(=O)N3CCN(S(=O)(=O)c4cccs4)CC3)coc2c1 | 1.7% | -16.6% | -14.8% | -0.3%
CC1CCN(CCCNC(=O)CN2C(=O)CSc3ccc(S(=O)(=O)N4CCOCC4)cc32)CC1 | -13.7%[10.9 µM] | -19.3% | -4.6% | 0.6%
O=C(NCc1ccccc1)c1cccc(OCC(=O)N2CCN(C(=O)c3ccco3)CC2)c1 | -12.3% | -3.8% | -1.0% | ?
CC(C)(C)c1n[nH]c(=S)n(N)c1=O | 3.2% | -2.3% | 1.8% | -1.4%
COc1ccc(NC(=O)CSc2nccn2-c2ccccc2)cc1 | -3.9% | 4.0% | -29.3% | -0.3%
CCCOc1ccc(N2C(=O)CC(NCc3ccncc3)C2=O)cc1 (stereo unspecified) | -6.0% | 4.5% | 4.4% | 0.9%
FC(F)(F)c1cccc(Nc2c3c(nc4ccc(Cl)cc24)CCC3)c1 | 10.5%[10.9 µM] | 12.6µM* | 11.2µM* | ?
COCCNc1nc(C)nc2c1nc(-c1ccccc1)n2CCN1CCCC1 | -4.2% | 2.1% | 2.5% | ·

Following part:
molecule | Imprint erasure | p53ts 39C kill | p53ts 32C tox | IkB signaling
Cn1c(=O)c(-c2ccc(Cl)cc2)nc2cnc(Oc3cccc(Cl)c3)nc21 | -7.8% | ? | -17.2% | -3.0%[11.4 µM]
CCOC(=O)Cn1c(=O)oc2cc(S(=O)(=O)NCc3cccs3)ccc21 | -11.2% | 4.8% | 1.4% | 11.0%
Cc1nc(N2CCCC2)ncc1C(=O)Nc1ccccc1 | 5.4%[10.9 µM] | -16.5% | -7.0% | -0.7%
CC(NC(=O)Cn1nnc(-c2ccncc2)n1)c1ccccc1 (stereo unspecified) | · | 33.6% | 3.9% | ·
O=C1CC(c2ccc(Br)cc2)c2c(ccc3ccccc23)N1 (stereo unspecified) | -10.8%[10.9 µM] | 8.7% | 11.1% | ?
Cc1ccc(CNC(=O)CSCc2ccccc2C)cc1 | -12.4%[10.9 µM] | -29.2% | 3.1% | -4.1%
CC1CN(Cc2nc3c(c(=O)n(C)c(=O)n3C)n2CCCO)CC(C)O1 (stereo unspecified) | 14.6% | -2.8% | 2.3% | 0.2%
O=C(Cc1cccs1)N(c1ccccc1)C1C=CS(=O)(=O)C1 (stereo unspecified) | 3.0% | -2.3% | -2.2% | -0.2%
Cc1cccc(C)c1NC(=O)C1(NC(=O)c2cnccn2)CCCCC1 | -13.9% | 3.8% | 0.2% | -2.5%
COc1cc(OC)cc(C(=O)N2CCN(C(=O)COc3ccc4ccccc4c3)CC2)c1 | -15.9% | ? | ? | 0.8%
NS(=O)(=O)c1ccc(NC(=O)COC(=O)CCNC(=O)NC23CC4CC(CC(C4)C2)C3)cc1 | -7.1% | -11.0% | 10.1% | 0.1%
N#Cc1ccc(C23CC4(C2)[C@H](CN(Cc2ccc(C(F)(F)F)cc2)[C@@H]4c2ccccc2)C3c2ccc(C(F)(F)F)cc2)cc1 (stereo partly specified) | -9.0% | -16.9% | 12.3% | ·
Cc1ccc(Cn2c(CNS(=O)(=O)c3c(C)cc(C)cc3C)nc3cccnc32)cc1 | ? | -13.7% | 16.1% | 1.2%
O=C(Nc1ccc(N2CCCCC2)c(Cl)c1)c1ncn[nH]1 | · | ? | ? | -0.6%
COc1cc(OC)cc(C(=O)N2CCN(C(=O)c3cccc(F)c3)CC2)c1 | -7.6% | 9.8% | 6.7% | 2.7%

(list continues)
molecule | Imprint erasure | p53ts 39C kill | p53ts 32C tox | IkB signaling
O=C(C1CC1)N(Cc1ccco1)c1nc(-c2ccccc2)cs1 | -13.5% | -14.9% | 2.1% | 0.5%
CN=C1SC(CC(=O)Nc2cccc(Cl)c2Cl)C(=O)N1C (stereo unspecified) | 2.0% | -6.2% | 21.1% | -0.7%
CCCCOC(=O)NCN1C(=O)C2C3C=CC(C3)C2C1=O (stereo unspecified) | 10.6% | -4.0% | -4.7% | -0.6%
CCOc1ccc(N(CCC#N)S(=O)(=O)c2ccc(OC)cc2)cc1 | -9.4% | -12.7% | 8.8% | 0.1%
C/C(=C\C1CCCCC1)C(NC(=O)c1ccc(C(F)(F)F)cc1)c1ccc(-c2ccccc2)cc1 (stereo unspecified) | -10.7% | -3.8% | -1.8% | ·
Cc1cc(Br)ccc1NC(=O)CSc1c2c(nc3ccccc13)CCC2 | -6.4%[10.9 µM] | ? | ? | ?
CCCc1nn2c(=O)cc(COC(=O)c3ccc(NC(=O)COc4ccccc4)cc3)nc2s1 | -6.7%[10.9 µM] | 5.7% | -3.9% | ?
CC(=O)Nc1ccc(S(=O)(=O)Nc2nc3n(n2)C(c2ccccc2)C=C(c2ccc(Cl)cc2)N3)cc1 (stereo unspecified) | 15.5%[10.9 µM] | 51.0% | 11.0% | ?
O=C(CN1CCN(c2ncc(C(F)(F)F)cc2Cl)CC1)NC(=O)NCc1ccccc1 | -5.6% | -1.1% | -0.2% | 0.2%
S=C(Nc1ccccc1)N1CCn2cccc2C1c1cccnc1 (stereo unspecified) | · | -9.5% | -9.1% | ·
CCc1c(O)nc(SCC(=O)Nc2ccc3c(c2)CCC3)[nH]c1=O | -9.1% | -2.1% | -4.3% | 1.4%
COc1ccc(C(=O)Nc2nc3cc(OC)c(OC)cc3c(=O)[nH]2)cc1 | -14.7% | -14.3% | -10.6% | 0.8%
CN1C(=O)CC(C(=O)Nc2ccc(C(=O)O)cc2)SC1=Nc1ccc(Cl)cc1 (stereo unspecified) | 5.0%[10.9 µM] | 2.9% | 4.7% | 8.5%
O=C(c1cccnc1)N1CCCc2ccccc21 | 10.4% | -7.4% | -8.7% | -1.2%
Cc1cccc(Cn2c(CN3CCC(C(=O)NCCc4ccccc4)CC3)cc3ccccc32)c1 | -18.3%[10.9 µM] | -19.4% | 3.4% | 0.0%

(more compounds)
molecule | Imprint erasure | p53ts 39C kill | p53ts 32C tox | IkB signaling
COC(=O)c1ccccc1NC(=O)NCc1cccnc1 | ? | 9.4% | 1.4% | 0.4%
COCCNC(=O)CN(c1ccc(C)cc1)S(=O)(=O)c1ccccc1 | -9.2% | -1.9% | -8.0% | 0.1%
CN(C)c1ccc(CNC(=O)C2CCCN(S(=O)(=O)c3ccc4c(c3)oc(=O)n4C)C2)cc1 (stereo unspecified) | -15.0%[10.9 µM] | -8.2% | -6.8% | 1.5%
O=C(Nc1nnc(C2CCCC2)s1)C1CCC1 | -2.5% | -5.9% | 10.4% | 0.5%
Cc1ccc(NC(=O)CCCc2nnc3n(C)c(=O)c4sccc4n23)cc1F | 21.2%[10.9 µM] | 13.8% | 2.9% | 2.7%

Assay outcomes from PubChem BioAssay.
